Bim-Bcl-XL: human Bim-Bcl-XL interaction inhibition; Bim peptide-Bcl-XL binding, bead flow cytometry, fluorescence; inhibition, % at 10 µM; 0.04% of 190,000 active; AID 1007
Target sequence (Q07817 whole entry, looked up): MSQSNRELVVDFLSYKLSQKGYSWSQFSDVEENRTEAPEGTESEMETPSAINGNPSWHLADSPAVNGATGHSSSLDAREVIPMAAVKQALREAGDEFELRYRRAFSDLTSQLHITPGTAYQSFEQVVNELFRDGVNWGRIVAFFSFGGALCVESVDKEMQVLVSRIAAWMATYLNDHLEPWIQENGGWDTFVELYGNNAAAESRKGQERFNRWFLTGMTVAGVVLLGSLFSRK
Bfl-1 Bim block: disrupts Bim binding to human Bfl-1 | 0.12% of 190,000 active | Bead-based flow cytometry, Bim-Bfl-1 binding inhibition | inhibition, % at 10 µM;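 note: 0% = wells without compound plus tracer and 100% = blocker peptide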
Rac1 wt GTP bind: alters GTP binding to wildtype human Rac1; GTP binding activity (% of control), % at 10 µM; AID 757; GST-Rac1 beads, fluorescent GTP binding, flow cytometry; actives lie on both sides; 0 = cold GTP competed, 100 = untreated; 0.27% of 190,000 active;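 active = GTP binding activity at least 20 points away from the 100% control level, either lower or higher; inconclusive = compound flagged as likely green fluorescent, judged across all proteins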
Bcl-W Bim block: inhibitors of Bim-Bcl-W interaction, human | Q92843 | bead-based flow cytometry, Bim peptide-Bcl-W binding | inhibition, % at 10 µM | 0.02% of 190,000 active;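 note: 0% = bound tracer without compound and 100% = peptide blocker; higher means less fluorescent Bim peptide bound to Bcl-W beads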
Target sequence (Q92843 whole entry, looked up): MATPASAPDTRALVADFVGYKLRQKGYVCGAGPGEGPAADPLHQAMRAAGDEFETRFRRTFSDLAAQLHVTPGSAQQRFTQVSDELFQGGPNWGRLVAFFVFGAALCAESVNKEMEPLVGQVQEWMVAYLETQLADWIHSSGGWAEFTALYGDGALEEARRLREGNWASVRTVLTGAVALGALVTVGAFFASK
Bcl-2 Bim block: human Bim-Bcl-2 interaction inhibition; P10415; Bead-based flow cytometry, Bim peptide-Bcl-2 binding; inhibition, % at 10 µM; 0.06% of 190,000 active; AID 950; in the data active = inhibition above about 40%; inconclusive = no clear call, values can overlap the other calls;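 note: 0% = no compound wells with probe peptide and 100% = reference peptide inhibitor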
Target sequence (P10415 whole entry, looked up): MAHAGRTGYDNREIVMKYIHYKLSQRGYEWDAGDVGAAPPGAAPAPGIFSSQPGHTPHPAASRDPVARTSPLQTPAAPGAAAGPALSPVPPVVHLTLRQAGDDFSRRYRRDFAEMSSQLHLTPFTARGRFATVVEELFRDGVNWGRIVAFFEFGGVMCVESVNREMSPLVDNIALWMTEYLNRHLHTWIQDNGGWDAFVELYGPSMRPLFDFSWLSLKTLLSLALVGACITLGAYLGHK
Bim-Bcl-B: disrupts Bim peptide binding to human Bcl-B; 0.073% of 190,000 active; inhibition, % at 10 µM; bead-based flow cytometry;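 note: 0% = tracer peptide without compound and 100% = reference inhibitor peptide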
Target sequence (Q9HD36 whole entry, looked up): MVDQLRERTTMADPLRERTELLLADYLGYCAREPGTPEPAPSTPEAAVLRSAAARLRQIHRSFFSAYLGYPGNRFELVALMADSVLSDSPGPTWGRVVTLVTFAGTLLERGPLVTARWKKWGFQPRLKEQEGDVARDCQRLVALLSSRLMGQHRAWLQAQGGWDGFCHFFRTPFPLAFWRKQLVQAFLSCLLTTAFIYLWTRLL
HRas wt GTP: modulators of GTP binding to human HRas wildtype. P01112. GST-Ras wt beads, Bodipy-FL-GTP binding, flow cytometry; actives lie on both sides. GTP binding activity, % at 10 µM. 0.14% of 190,000 active. AID 759;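 active = GTP binding activity at least 20% away from the 100% baseline, either lowered as inhibitor or raised as activator; inconclusive = flagged as likely green fluorescent, judged across all proteins in the well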;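 note: 0% = unlabeled GTP competition control and 100% = no-compound control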
Cdc42 wt GTP: modulators (inhibitors or activators) of GTP binding to human Cdc42 wildtype; P60953; GST-Cdc42 beads, Bodipy-GTP binding, flow cytometry; actives lie on both sides; percent activity (GTP binding), % at 10 µM; 0.2% of 190,000 active; AID 761;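 active = percent activity GTP binding at least 20 points away from the 100% baseline, either down as inhibitor or up as activator; inconclusive = compound flagged as likely green fluorescent from well-wide comparison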;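 note: median bead fluorescence of bound Bodipy-FL-GTP at 100 nM; 0% = excess unlabeled GTP control and 100% = no compound control; below 100% means less GTP binding so inhibitor and above means activator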
Rac1 mut GTP: alters GTP binding to activated mutant human Rac1 | percent activity (GTP binding), % at 10 µM | AID 764 | P63000 | GST-Rac1 activated beads, fluorescent GTP binding, flow cytometry; actives lie on both sides; 100% means binding = to untreated wells | 0.11% of 190,000 active;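 active = GTP binding at least 20 percentage points away from the 100% baseline, in either direction, so actives lie on both sides; inconclusive = Compound likely fluorescent itself, or too few beads counted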
Rab2 wt GTP: changes GTP binding to wildtype dog Rab2A, up or down. GST-Rab2 wt beads, Bodipy-GTP binding, flow cytometry. GTP binding activity, % at 10 µM. 0.19% of 190,000 active;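 active = GTP binding activity at least 20 points away from 100%, either lowered or raised; inconclusive = signal likely due to the compound's own green fluorescence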;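 note: 0% = beads with excess unlabeled GTP and 100% = no-compound control corrected for plate trend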
Rab7 wt GTP bind: alters GTP binding to wildtype dog Rab7; GST-Rab7 beads, fluorescent GTP binding, flow cytometry; actives lie on both sides; untreated = 100%, excess cold GTP = 0%; GTP binding activity (percent of control), % at 10 µM; 0.055% of 190,000 active; AID 758;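 active = fluorescent GTP binding to Rab7 beads changed by at least 20 points from the 100% baseline, either direction, mostly lower; inconclusive = compound itself probably fluorescent, or too few beads counted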;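 note: median green fluorescence of bound Bodipy-FL-GTP per Rab7 bead population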
Active calls of the source: *; ? = inconclusive. Cut-off read from the data, not from the text of the source, unless noted: active = inhibition above about 40%. Not a hit list, and some 0.62% of all compounds hit somewhere here.

#	Bim-Bcl-XL	Bfl-1 Bim block	Rac1 wt GTP bind	Bcl-W Bim block	Bcl-2 Bim block	Bim-Bcl-B	HRas wt GTP	Cdc42 wt GTP	Rac1 mut GTP	Rab2 wt GTP	Rab7 wt GTP bind	canonical_smiles
1	-4	0	105	-2	2	-4	103	102	99	102	102	CC(NC(=O)c1ccco1)c1cccc2ccccc12 (stereo not given)
2	-4	-2	99	-6	-3	-2	98	96	95	99	104	CC(=O)Nc1ccc(S(=O)(=O)Nc2cc([N+](=O)[O-])ccc2C)cc1
3	-1	0	108	-4	-4	-4	104	104	101	102	102	CC(C)Cc1nc(N2CCCCC2)c(C#N)c2c1CCC2
4	-4	-3	105	-3	-8	-3	103	105	99	97	100	Oc1ccccc1-c1cc(-c2ccccc2)no1
5	-1	-1	96	0	-2	-1	92	95	96	95	89	CCOC(=O)C1=C(C)NC(C)=C(C(=O)OCC)C1C(=O)OCC(N)=O
6	-2	-4	99	0	-2	-1	97	97	95	98	107	O=C(COC(=O)c1ccc(Cl)nc1)Nc1cc(S(=O)(=O)N2CCCCC2)ccc1Cl
7	-4	-14	98	0	-7	-6	97	99	97	97	101	CC(=O)Nc1ccc(C(=O)OCCC(C)C)cc1
8	4	-3	101	-1	-3	-5	98	106	99	100	96	COC(=O)CNC(=O)C(Cc1ccccc1)NS(=O)(=O)c1ccc2c(c1)c(=O)n(C)c(=O)n2C (stereo not given)
9	0	0	101	2	-1	2	97	101	98	101	99	COc1ccc(C2=CC(=O)OC3(CCCCC3)O2)cc1
10	-1	-3	98	-1	0	0	98	100	97	100	104	O=C(COC(=O)C1CCN(S(=O)(=O)c2cccs2)CC1)Nc1ccccc1
11	6	-3	99	4	-5	8	98	97	99	99	102	O=C(O)C12CC3CC(C1)CC(n1ncc(N4CCN(c5ccccc5)CC4)c(Cl)c1=O)(C3)C2
12	-7	-14	107	1	-8	-7	102	100	99	106	102	C=CCN1C2CCCC1CC(NC(=O)Nc1cccc(C(C)=O)c1)C2 (stereo not given)
13	-6	0	104	-3	-1	-6	99	99	100	97	97	O=C(/C=C/c1cccc(Cl)c1)NCc1ccncc1
14	0	-7	98	0	-6	-8	97	96	95	94	96	COc1ccc(C(CNC(=O)c2cccc(N(C)C)c2)N2CCCC2)cc1 (stereo not given)
15	-4	-4	100	-1	0	-4	99	97	94	94	97	O=S(=O)(c1ccccc1)c1nc(-c2ccccc2)oc1N1CCCC1
16	-3	0	96	1	4	6	97	97	95	96	94	CCOC(=O)c1c(C)nc2c3ccccc3ccn12
17	-2	-5	96	-1	0	-2	98	96	97	98	106	CC1CCN(C(=O)CSc2nc3ccccc3c(=O)[nH]2)CC1
18	-4	-5	107	-5	-6	-4	105	103	104	101	102	N/C(=N\OC(=O)c1ccc(=O)n(Cc2ccc(Cl)cc2)c1)c1ccccn1
19	8	-4	96	6	-6	-7	96	96	92	96	96	Nc1c(Cl)cc2c(c1Oc1ccccc1)C(=O)c1ccccc1C2=O
20	-2	-10	105	1	-3	-3	104	105	100	102	104	NC(=O)C1CCN(CC(=O)Nc2ccccn2)CC1

Some of these compounds in order of molar mass, smallest number first:
#	Bim-Bcl-XL	Bfl-1 Bim block	Rac1 wt GTP bind	Bcl-W Bim block	Bcl-2 Bim block	Bim-Bcl-B	HRas wt GTP	Cdc42 wt GTP	Rac1 mut GTP	Rab2 wt GTP	Rab7 wt GTP bind	canonical_smiles
7	-4	-14	98	0	-7	-6	97	99	97	97	101	CC(=O)Nc1ccc(C(=O)OCCC(C)C)cc1
16	-3	0	96	1	4	6	97	97	95	96	94	CCOC(=O)c1c(C)nc2c3ccccc3ccn12
20	-2	-10	105	1	-3	-3	104	105	100	102	104	NC(=O)C1CCN(CC(=O)Nc2ccccn2)CC1
3	-1	0	108	-4	-4	-4	104	104	101	102	102	CC(C)Cc1nc(N2CCCCC2)c(C#N)c2c1CCC2
12	-7	-14	107	1	-8	-7	102	100	99	106	102	C=CCN1C2CCCC1CC(NC(=O)Nc1cccc(C(C)=O)c1)C2 (stereo not given)
2	-4	-2	99	-6	-3	-2	98	96	95	99	104	CC(=O)Nc1ccc(S(=O)(=O)Nc2cc([N+](=O)[O-])ccc2C)cc1
15	-4	-4	100	-1	0	-4	99	97	94	94	97	O=S(=O)(c1ccccc1)c1nc(-c2ccccc2)oc1N1CCCC1
14	0	-7	98	0	-6	-8	97	96	95	94	96	COc1ccc(C(CNC(=O)c2cccc(N(C)C)c2)N2CCCC2)cc1 (stereo not given)
6	-2	-4	99	0	-2	-1	97	97	95	98	107	O=C(COC(=O)c1ccc(Cl)nc1)Nc1cc(S(=O)(=O)N2CCCCC2)ccc1Cl

(next part)
#	Bim-Bcl-XL	Bfl-1 Bim block	Rac1 wt GTP bind	Bcl-W Bim block	Bcl-2 Bim block	Bim-Bcl-B	HRas wt GTP	Cdc42 wt GTP	Rac1 mut GTP	Rab2 wt GTP	Rab7 wt GTP bind	canonical_smiles
21	-4	-10	95	-1	-3	-5	96	92	94	95	99	O=c1[nH]c(CN2CCN(S(=O)(=O)c3ccc4ccccc4c3)CC2)nc2ccccc12
22	4	0	96	2	2	3	98	96	97	99	98	O=C1C2C3CCCC3=C3CCCC3C2C(=O)N1c1ccc(F)cc1 (stereo not given)
23	0	-2	100	1	3	-3	96	95	97	97	99	CCN(CC)C(=O)CSc1ncccc1-c1nc2ccccc2[nH]1
24	-1	-6	97	-2	-1	-1	98	97	95	99	101	O=C(O)CCC(=O)N1CCN(c2nc(-c3ccccc3Cl)c3cc(Br)ccc3n2)CC1
25	-12	-11	105	4	-2	-3	98	99	93	98	98	CCCc1c(O)nc(SCC(=O)NCCc2ccc(OC)c(OC)c2)[nH]c1=O
26	-2	-5	98	1	-5	-4	96	98	93	97	96	COC(=O)COc1cccc(NS(=O)(=O)c2cccc([N+](=O)[O-])c2)c1
27	-3	-7	100	0	-7	-1	94	93	92	93	93	CC1=CC(C)(C)N(C(=O)CCl)c2ccccc21
28	3	0	97	0	-3	-2	97	98	98	99	96	COc1ccc(NC(=O)C2CCCCN2N)cc1OCC(C)C (stereo not given)
29	0	2	?	2	-1	0	?	?	?	?	?	O=C(NC(NCc1ccccn1)(C(F)(F)F)C(F)(F)F)c1ccco1
30	-1	-5	99	-4	-2	-6	93	99	98	98	93	COc1ccc(OCCCC(=O)NCCc2nc3ccccc3[nH]2)cc1
31	-2	0	102	-4	-2	-3	100	99	94	96	102	CCCCc1sc(-c2c(C#N)c(N)nc3c2CCCCC3)cc1[N+](=O)[O-]
32	-8	-3	113	-3	-2	-5	101	99	103	102	103	COc1ccc2cc(S(=O)(=O)NCCCN3CCOCC3)ccc2c1
33	-6	-9	105	-3	-7	-5	101	103	101	100	100	Cc1nc2ccccn2c1C(=O)N=Nc1c(O)[nH]c2ccccc12
34	0	0	100	0	0	1	100	102	97	104	105	O=C(NCCN1CCN(C(=O)c2cccs2)CC1)C(=O)Nc1ccc(Br)cc1
35	-4	-2	106	-3	-1	-4	102	101	99	100	101	Cc1cc(C)c(NC(=O)NC2CCCCC2)c(C)c1
36	-3	6	99	-1	0	-12	102	101	100	101	103	Cc1cc(C)nc(SCCC(=O)Nc2cccc3ccccc23)n1
37	-5	-9	97	0	-1	-6	95	94	93	98	101	C=CCC1c2cccc(C(=O)O)c2C(=O)N1c1cccc(OC)c1 (stereo not given)
38	-10	-3	102	-8	-6	-10	102	100	99	99	103	CC1CCCCC12NC(=O)N(CC(=O)NC1CCCc3ccccc31)C2=O (stereo not given)
39	-6	-2	105	-5	-1	-3	100	101	98	102	99	CCC/C(=N\NC(=O)c1cccc(C)c1)c1ccccc1
40	-3	0	109	-3	3	-5	102	106	102	102	98	O=C(NCc1ccco1)/C(=C/c1ccc(C(F)(F)F)cc1)c1nc2ccccc2[nH]1

Remaining list, next part
#	Bim-Bcl-XL	Bfl-1 Bim block	Rac1 wt GTP bind	Bcl-W Bim block	Bcl-2 Bim block	Bim-Bcl-B	HRas wt GTP	Cdc42 wt GTP	Rac1 mut GTP	Rab2 wt GTP	Rab7 wt GTP bind	canonical_smiles
41	-7	-14	?	-1	-8	-8	?	?	?	?	?	COc1cc(C)nc(SCC(N)=O)n1
42	-1	-5	100	0	-3	0	100	95	98	99	105	O=C(NCCCn1ccnc1)C(=O)c1cn(CC(=O)N2CCCCCC2)c2ccccc12
43	-2	-3	97	-2	-2	-3	100	97	94	95	103	Cc1ccc2nc(C)cc(C(=O)Nc3nccs3)c2c1
44	-6	-19	97	-1	-9	-4	97	97	94	95	97	CCOC(=O)c1c(-c2cccc(C)c2)csc1NC(=O)C1CC=CCC1C(=O)O (stereo not given)
45	-3	0	101	1	-2	-9	98	94	95	97	95	O=C(Cn1cnc2ccccc21)N1CCc2ccccc21
46	-3	-7	104	-4	-6	-6	101	101	101	100	103	O=C(Nc1ccccc1OC(F)F)c1cc2c(s1)CCC2
47	-3	0	95	-5	-4	-4	95	96	93	91	95	C=CCOc1c(CNc2ncn[nH]2)cccc1OC
48	-4	-2	107	-3	-1	-9	101	102	100	100	99	CC1CN(C(=S)NC(=O)c2ccco2)CC(C)O1 (stereo not given)
49	-4	-11	106	4	-11	-12	101	100	100	99	100	CC(C)(C)NC(=O)CN(C(=O)c1ccc(CN2CCOCC2)o1)c1ccc2c(c1)OCCO2
50	-6	-15	99	-3	-11	-12	102	100	98	98	99	COc1ccc(-n2nnnc2SCc2nc3ccccc3s2)cc1
51	-1	-1	97	-3	0	0	97	95	93	98	102	Oc1c(Cl)cc(Cl)cc1/C=N/Nc1ncc(Br)cn1
52	-2	-11	103	5	-3	-10	101	104	100	101	99	COC(=O)c1ccccc1NC(=O)Cc1nc(-c2ccccc2)sc1-c1ccc(C)cc1
53	-9	-4	95	-14	-13	-10	96	96	97	98	93	Cc1cccc(N2CCN(C(=O)n3ccnc3)CC2)c1C
54	-3	-12	107	0	-8	-8	101	103	100	103	101	Cc1cc(N2CCOCC2)n2ncc(-c3ccccc3)c2n1
55	0	5	99	0	-2	-7	98	98	98	97	95	C=C(C)CSc1nc(N)c(C#N)c(-c2ccc(C)cc2)c1C#N
56	-1	0	103	-2	1	1	100	105	102	100	96	CCN(CC)CCCN1C(=O)C(O)=C(C(=O)c2ccc(C)o2)C1c1ccc(C)o1 (stereo not given)
57	-7	-6	103	-6	-6	-6	99	99	97	99	100	O=C(O)C1CCC(CNCc2ccccc2Cl)CC1 (stereo not given)
58	-5	-9	102	-4	-5	-6	100	106	96	100	101	CC(=O)NC1C(Oc2ccccc2C)OC2COC(c3ccco3)OC2C1O (stereo not given)
59	0	-3	96	0	-3	0	101	101	96	99	101	CCN=C1SC(CC(=O)Nc2ccc(N3CCOCC3)cc2)C(=O)N1CC (stereo not given)
60	0	-1	100	1	1	5	97	99	97	99	98	CCOC(=O)c1ccc(-n2c(C)nc3ccccc3c2=O)cc1
61	-1	0	98	-1	-1	0	94	91	96	94	90	O=C(COC(=O)CNC(=O)c1ccccc1Cl)Nc1ncc(C(F)(F)F)cc1Cl
